Screening data as filed in PubChem.
GRK2 aptamer HTS: compounds blocking aptamer binding on GRK2 – biochemical, human GRK2, bead flow cytometry, HTS, primary screen; Beta-adrenergic receptor kinase 1 (Homo sapiens), P25098; FAM-aptamer displacement from GRK2; inhibition of aptamer binding, % at 10 µM; 330,000 compounds, 0.59% hits;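 active = inhibition of aptamer binding above 40%, roughly 3 SD of noise, on plates passing a quality check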;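 note: median bead fluorescence of bound FAM aptamer so fluorescent compounds give negative values; no value below 0 was filed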
CIT2-GFP yeast: modulators of CIT2-GFP expression in yeast, primary screen, S. cerevisiae, GFP fusion, multiplex flow cytometry, MLPCN library. S. cerevisiae CIT2-GFP strain, 3 h; 100 means same as DMSO wells. GFP response vs DMSO, % at 10 µM. 320,000 compounds, 0.065% hits. AID 2029, 2009;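 active = GFP response relative to DMSO above a set limit, near the screen mean plus 3 SD, cut at about 150% in these data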;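 note: ratio of well median GFP fluorescence to mean of DMSO wells on the plate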
AGP1 TOR yeast: modulators of AGP1-GFP expression in yeast TOR pathway, primary screen, cell-based, multiplex flow cytometry, S. cerevisiae, MLPCN library; 3 h; GFP as percent of DMSO wells; GFP response vs DMSO, % at 10 µM; 320,000 compounds, 0.02% hits;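 active = GFP response relative to DMSO above a set limit, near screen average plus 3 SD, cut at about 150% in these data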;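 note: median GFP channel fluorescence of the gated AGP1 strain per well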
VLA-4 inh: inhibition in human VLA-4 binding assay, primary screen, VLA-4 allosteric modulator project, MLPCN library, flow cytometry, VLA-4 expressing cells; 330,000 compounds, 0.2% hits; Integrin alpha-4 (Homo sapiens), P13612; ligand binding flow cytometry; inhibition, % (about 7 µM as worked out from the volumes in the protocol); AID 2557, 2010; in the data active = inhibition above about 50%
CR mimetic SO: reduction of superoxide in aged yeast, primary screen, HTS. S. cerevisiae aged cells, superoxide DHE fluorescence; stronger effect = lower value. superoxide response (% of plate mean), % at 10 µM. 330,000 compounds, 0.18% hits. AID 2690, 2010;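 active = superoxide response under a set limit, about three screen SD below normal, cut at about 65% in these data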;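 note: yeast aged for seven days with compound at 30 °C before DHE staining; 100% = average MFI of all compound-treated wells on the plate with controls excluded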
Bcl-xL primary: inhibitors of human Bcl-xL, primary screen, biochemical, fluorescence polarization, HTS. Bcl-2-like protein 1 (Homo sapiens), Q07817. GST-Bcl-xL / FITC-Bim BH3 peptide fluorescence polarization. inhibition, % at 10.9 µM. 320,000 compounds, 0.7% hits. AID 2129, 2009;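 active = inhibition above the mean of all tested compounds plus 3 SD, cutoff set per campaign, cut at about 30% in these data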;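 note: 0% = DMSO wells and 100% = unlabeled Bim-BH3 peptide competitor; inhibitors lower millipolarization by displacing the labeled peptide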
MCL1-BIM inh: inhibitors of MCL1 binding to BIM-BH3, primary screen, biochemical, fluorescence polarization; Induced myeloid leukemia cell differentiation protein Mcl-1 (Homo sapiens), Q07820; GST-MCL1 / FITC-Bim-BH3 fluorescence polarization; inhibition, % at 10.9 µM; 320,000 compounds, 0.68% hits; AID 2057, 2009;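 active = inhibition above the mean inhibition of all tested compounds plus 3 SD, set per campaign, cut at about 40% in these data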;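 note: 0% = DMSO wells and 100% = unlabeled Bim-BH3 peptide control; higher means more loss of mP so more displacement of Bim peptide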
Target sequence (Q07820 whole entry, looked up): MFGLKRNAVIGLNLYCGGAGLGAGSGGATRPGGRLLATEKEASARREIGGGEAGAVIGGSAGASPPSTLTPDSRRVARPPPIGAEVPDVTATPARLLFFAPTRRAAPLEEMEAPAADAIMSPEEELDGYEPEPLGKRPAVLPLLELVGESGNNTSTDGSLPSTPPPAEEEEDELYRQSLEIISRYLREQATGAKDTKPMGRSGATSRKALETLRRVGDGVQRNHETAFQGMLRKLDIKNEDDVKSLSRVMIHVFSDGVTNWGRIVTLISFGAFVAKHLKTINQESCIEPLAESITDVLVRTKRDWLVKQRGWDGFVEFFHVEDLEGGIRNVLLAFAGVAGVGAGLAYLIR
GLD-1 RNA inh: GLD-1/TGE RNA complex disruptors, primary screen, biochemical, fluorescence polarization; Female germline-specific tumor suppressor gld-1 (Caenorhabditis elegans), Q17339; purified GLD-1 + fluorescein TGE RNA; inhibition, % at 5.96 µM; 320,000 compounds, 0.44% hits;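 active = percent inhibition above a per-plate cutoff, the plate mean of test compounds plus 3 SD, cut at about 30% in these data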;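 note: 0% = DMSO wells with GLD-1 and probe and 100% = wells lacking GLD-1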
MEX-5 binding: MEX-5 zinc finger RNA-binding disruptors – biochemical, C. elegans, fluorescence polarization, MLPCN library, primary screen; MEX-5/FITC-TCR2 RNA binding; stronger effect = lower value; Zinc finger protein mex-5 (Caenorhabditis elegans), Q9XUB2; 300,000 compounds, 0.38% hits; activity score (negative = inhibition of binding), % at 10 µM; AID 1832, 2009;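 active = inhibition past about -25% in most replicates, and total fluorescence under double the plate's negative control median, limit read from the data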;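 note: 0% = DMSO and -100% = 5 µM competing unlabeled TCR2 RNA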
Target sequence (Q9XUB2 whole entry, looked up): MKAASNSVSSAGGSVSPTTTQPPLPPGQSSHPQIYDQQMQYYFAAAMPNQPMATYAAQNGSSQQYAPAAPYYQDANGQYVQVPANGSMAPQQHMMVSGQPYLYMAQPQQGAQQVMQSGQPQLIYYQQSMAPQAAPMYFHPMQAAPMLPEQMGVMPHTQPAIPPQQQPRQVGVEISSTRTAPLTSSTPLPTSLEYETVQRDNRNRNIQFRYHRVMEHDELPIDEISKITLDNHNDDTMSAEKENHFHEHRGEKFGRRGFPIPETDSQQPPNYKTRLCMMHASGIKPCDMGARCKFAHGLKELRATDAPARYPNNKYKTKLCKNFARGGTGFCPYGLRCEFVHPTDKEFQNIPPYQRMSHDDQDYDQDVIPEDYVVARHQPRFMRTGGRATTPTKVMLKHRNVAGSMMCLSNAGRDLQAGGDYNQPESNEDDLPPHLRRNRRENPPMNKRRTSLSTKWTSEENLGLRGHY
Numbers without * were called inactive; x = not tested or not shown. Not all compounds are listed, so the mix of outcomes need not match the whole.

#1 O=C(Nc1ccccc1)Oc1ccccc1
#2 Cc1cc2ccccn2c1C(C[N+](=O)[O-])c1c(F)cccc1Cl (stereo not given)
#3 CCCCn1c(O)c(C(CC)=NCc2ccc3c(c2)OCO3)c(=O)[nH]c1=O
#4 O=C(Nc1nccs1)C(Cl)(Cl)Cl
#5 CC(C)c1ccc(C2N3CCCN23)cc1 (stereo not given)
#6 CCOC(=O)c1c(-n2c(C)cc(C=C3C(=O)NC(=S)NC3=O)c2C)sc2c1CCCC2
#7 C=CCn1c(O)c(C=Nc2ccc(N(CC)CC)cc2)c(=O)[nH]c1=O
#8 CC(=O)O[C@@]12CO[C@@H]1C[C@H](O)[C@@]1(C)C(=O)[C@H](O)C3=C(C)[C@@H](O)C[C@@](O)([C@@H](OC(=O)c4ccccc4)C12)C3(C)C (stereo not given in full)

entry no.	1	2	3	4	5	6	7	8
GRK2 aptamer HTS	3	1	3	1	0	7	1	0
CIT2-GFP yeast	95	90	98	91	100	93	107	96
AGP1 TOR yeast	91	93	102	88	99	94	109	97
VLA-4 inh	11	5	-23	6	3	-284	11	7
CR mimetic SO	107	101	110	88	100	84	84	104
Bcl-xL primary	-22	2	7	6	5	-6	23	1
MCL1-BIM inh	-50	-3	6	0	5	-24	22	4
GLD-1 RNA inh	-11	12	0	1	6	2	-7	-3
MEX-5 binding	-0.6	0.6	-1.7	2.5	-9.0	-3.5	-11	0.3

#9 CCC1(CC)C(=O)C=CNC1=O
#10 O=C(c1ccccc1)c1cn(CC(=O)N2CCOCC2)c2ccccc12
#11 Cc1nc(Cl)sc1C(=O)Nc1ccc2ccccc2c1
#12 Cc1c2cnn(CC(=O)N3CCC4(CC3)OCCO4)c(=O)c2c(C)n1Cc1cccc(Cl)c1
#13 Clc1cccc(N2CCNCC2)c1Cl
#14 O=c1[nH]c(O)c(C=Nc2ccc(F)c(Cl)c2)c(=O)[nH]1
#15 COC(=O)C1=C(c2ccc(C(C)=O)cc2)C[C@@H]2CC[C@H]1N2C(=O)N1CCCC1
#16 Cc1cc(C)[n+](C2C3CC4CC(C3)CC2C4)o1 (stereo not given)

entry no.	9	10	11	12	13	14	15	16
GRK2 aptamer HTS	0	0	1	0	0	0	0	1
CIT2-GFP yeast	97	108	91	92	87	95	104	87
AGP1 TOR yeast	98	115	89	89	106	95	98	99
VLA-4 inh	14	0	3	10	7	7	-3	5
CR mimetic SO	86	97	98	105	93	60*	101	100
Bcl-xL primary	5	16	1	1	8	-4	1	-2
MCL1-BIM inh	11	5	-2	1	5	1	5	-6
GLD-1 RNA inh	6	0	10	-5	2	5	10	-4
MEX-5 binding	x	1.3	-2.9	-2.0	-0.9	-0.6	x	-0.3

#17 CCOc1cc(C(=O)N2CCC3(CC2)OCCO3)cc(OCC)c1OCC
#18 CN1CCC2(O)OCCCC2C1 (stereo not given)
#19 C=CCN1C(=O)NC(=O)/C(=C/c2ccoc2)C1=O
#20 Cc1ccc(-n2c(O)c(/C=N/c3ncc(Br)cc3Br)c(=O)[nH]c2=O)cc1
#21 Cc1ccc(C2(O)CCN3CCCCC32)cc1 (stereo not given)
#22 C[N+]1(C)CCOC(O)(c2ccc(-c3ccc(C4(O)C[N+](C)(C)CCO4)cc3)cc2)C1 (stereo not given)
#23 COC(=O)C1=C(c2cc3ccccc3s2)C[C@@H]2CC[C@H]1N2C(=O)NCc1ccc(F)cc1
#24 COC(=O)c1cccc(N=Cc2c(O)n(Cc3ccc(F)cc3)c(=O)[nH]c2=O)c1

entry no.	17	18	19	20	21	22	23	24
GRK2 aptamer HTS	62*	0	11	2	2	0	1	4
CIT2-GFP yeast	99	108	88	110	89	88	90	106
AGP1 TOR yeast	97	106	105	104	97	85	86	111
VLA-4 inh	2	4	-2	0	-7	35	-3	10
CR mimetic SO	104	98	108	87	88	108	100	87
Bcl-xL primary	7	6	-79	-5	3	7	2	-2
MCL1-BIM inh	5	4	-166	3	5	6	-1	13
GLD-1 RNA inh	3	6	-119	-24	-1	1	4	-1
MEX-5 binding	0.4	-0.6	2.1	-4.6	3.8	2.8	1.3	-2.8

Given with bars between the fields: entries from further up
No. | molecule | GRK2 aptamer HTS | CIT2-GFP yeast | AGP1 TOR yeast | VLA-4 inh | CR mimetic SO | Bcl-xL primary | MCL1-BIM inh | GLD-1 RNA inh | MEX-5 binding
11 | Cc1nc(Cl)sc1C(=O)Nc1ccc2ccccc2c1 | 1 | 91 | 89 | 3 | 98 | 1 | -2 | 10 | -2.9
12 | Cc1c2cnn(CC(=O)N3CCC4(CC3)OCCO4)c(=O)c2c(C)n1Cc1cccc(Cl)c1 | 0 | 92 | 89 | 10 | 105 | 1 | 1 | -5 | -2.0
13 | Clc1cccc(N2CCNCC2)c1Cl | 0 | 87 | 106 | 7 | 93 | 8 | 5 | 2 | -0.9
14 | O=c1[nH]c(O)c(C=Nc2ccc(F)c(Cl)c2)c(=O)[nH]1 | 0 | 95 | 95 | 7 | 60* | -4 | 1 | 5 | -0.6
15 | COC(=O)C1=C(c2ccc(C(C)=O)cc2)C[C@@H]2CC[C@H]1N2C(=O)N1CCCC1 | 0 | 104 | 98 | -3 | 101 | 1 | 5 | 10 | x
16 | Cc1cc(C)[n+](C2C3CC4CC(C3)CC2C4)o1 (stereo not given) | 1 | 87 | 99 | 5 | 100 | -2 | -6 | -4 | -0.3
17 | CCOc1cc(C(=O)N2CCC3(CC2)OCCO3)cc(OCC)c1OCC | 62* | 99 | 97 | 2 | 104 | 7 | 5 | 3 | 0.4
18 | CN1CCC2(O)OCCCC2C1 (stereo not given) | 0 | 108 | 106 | 4 | 98 | 6 | 4 | 6 | -0.6
19 | C=CCN1C(=O)NC(=O)/C(=C/c2ccoc2)C1=O | 11 | 88 | 105 | -2 | 108 | -79 | -166 | -119 | 2.1
20 | Cc1ccc(-n2c(O)c(/C=N/c3ncc(Br)cc3Br)c(=O)[nH]c2=O)cc1 | 2 | 110 | 104 | 0 | 87 | -5 | 3 | -24 | -4.6
21 | Cc1ccc(C2(O)CCN3CCCCC32)cc1 (stereo not given) | 2 | 89 | 97 | -7 | 88 | 3 | 5 | -1 | 3.8
22 | C[N+]1(C)CCOC(O)(c2ccc(-c3ccc(C4(O)C[N+](C)(C)CCO4)cc3)cc2)C1 (stereo not given) | 0 | 88 | 85 | 35 | 108 | 7 | 6 | 1 | 2.8
23 | COC(=O)C1=C(c2cc3ccccc3s2)C[C@@H]2CC[C@H]1N2C(=O)NCc1ccc(F)cc1 | 1 | 90 | 86 | -3 | 100 | 2 | -1 | 4 | 1.3

Continued:
#25 CCC(=NCCCO)c1c(O)n(-c2ccc(OC)cc2)c(=O)[nH]c1=O
#26 COC(=O)C1=C(c2ccc(F)cc2OCc2ccccc2)C[C@@H]2CC[C@H]1N2C(=O)NCc1ccc(Cl)cc1
#27 COC(=O)C1=C(c2ccc(OC)c(OC)c2)C[C@@H]2CC[C@H]1N2C(=O)N1CCC(O)CC1
#28 Cc1ccccc1OCCN=Cc1c(O)n(C)c(=O)n(C)c1=O

entry no.	25	26	27	28
GRK2 aptamer HTS	3	0	0	0
CIT2-GFP yeast	98	96	98	97
AGP1 TOR yeast	99	96	99	101
VLA-4 inh	-9	15	-16	23
CR mimetic SO	102	93	99	98
Bcl-xL primary	-1	5	4	5
MCL1-BIM inh	2	3	5	6
GLD-1 RNA inh	8	17	-2	0
MEX-5 binding	-1.3	x	x	1.1
